Screening results (PubChem BioAssay)
TbHK1 inh: Trypanosoma brucei hexokinase 1 inhibitors, primary screen, biochemical, G6PDH-coupled NADH absorbance, MLSCN library; hexokinase 1 [Trypanosoma brucei]; 0.11% of 220,000 active; AID 1430, 2008; recombinant TbHK1, G6PDH-coupled NADH A340; inhibition, % at 10 µM;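 active = inhibition of 50% or more in the single-dose primary screen; inactive = inhibition below 50%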
Wee1 stabilizer: Wee1 degradation inhibitors, primary screen, cell-based, HeLa, Wee1K328M-luciferase, luminescence; Wee1-like protein kinase (Homo sapiens), P30291; HeLa Luc-Wee1K328M stability; 100% = proteasome inhibitor MG132 effect; AID 1321, 2008; 1.2% of 220,000 active; reporter increase, % at 5 µM;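 active = activation above the mean of all tested compounds plus 3 SD, set per screening run, cut at about 8.8% in these data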;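 note: cells exposed to compound for 20 h before luminescence read; 0% = DMSO alone and 100% = MG132 at 30 µM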
FXIIa inh: human FXIIa protease inhibitors, primary screen, biochemical, 1536-well | purified FXIIa, Boc-QGR-AMC fluorogenic substrate, 2 h | inhibition, % at 5 µM | 0.3% of 220,000 active | AID 800, 2007; in the data active = inhibition above about 40%;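 note: 0% = enzyme with no compound and 100% = blank without enzyme; many of its hits are not listed in these tables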
Target sequence (P00748 20-372 limits assumed): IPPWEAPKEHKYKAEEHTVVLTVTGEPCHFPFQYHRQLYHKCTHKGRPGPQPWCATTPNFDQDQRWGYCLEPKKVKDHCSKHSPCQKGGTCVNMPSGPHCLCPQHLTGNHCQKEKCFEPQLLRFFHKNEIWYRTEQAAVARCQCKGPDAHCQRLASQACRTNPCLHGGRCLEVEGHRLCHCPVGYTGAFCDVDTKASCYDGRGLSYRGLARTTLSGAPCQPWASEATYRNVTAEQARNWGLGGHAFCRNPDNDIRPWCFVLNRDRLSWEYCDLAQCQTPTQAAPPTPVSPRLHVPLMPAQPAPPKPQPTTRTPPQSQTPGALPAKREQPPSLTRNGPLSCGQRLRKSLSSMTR
Target sequence (P00748 373-615 limits assumed): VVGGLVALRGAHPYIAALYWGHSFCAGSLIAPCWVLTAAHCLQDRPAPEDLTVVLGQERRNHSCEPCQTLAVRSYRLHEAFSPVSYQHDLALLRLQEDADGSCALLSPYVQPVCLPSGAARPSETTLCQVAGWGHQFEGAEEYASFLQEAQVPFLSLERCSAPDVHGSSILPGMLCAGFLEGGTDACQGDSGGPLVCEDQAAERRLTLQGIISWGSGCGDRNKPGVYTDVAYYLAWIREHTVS
TNF necrop inh: inhibitors of TNF-alpha triggered necroptosis, primary screen, cell-based, Jurkat FADD-/-, single concentration. Jurkat FADD-/- TNF necroptosis rescue, ATP luminescence, 24 h; 0 = TNF only, 100 = no-TNF cells. activation (protection from cell death), % at 10 µM. 0.068% of 220,000 active;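 active = activation, meaning protection from cell death, of at least 50% relative to plate controls; inactive = activation below 50%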;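 note: necroptosis triggered by 40 ng/mL TNF-alpha added together with compound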
EP2 antag: human EP2 receptor antagonists, primary screen, TR-FRET cAMP, C6 glioma cells | AID 1422, 2008 | 0.52% of 260,000 active | C6 glioma cells expressing human EP2; cells stimulated with saturating PGE2 | inhibition, % at 25 µM | Prostaglandin E2 receptor EP2 subtype (Homo sapiens), P43116;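 active = percent inhibition above 40 after rounding to a whole number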;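 note: rat C6 glioma host cells with rolipram phosphodiesterase inhibitor present; the protocol text gives 20 µM as final concentration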
Target sequence (P43116 whole entry, looked up): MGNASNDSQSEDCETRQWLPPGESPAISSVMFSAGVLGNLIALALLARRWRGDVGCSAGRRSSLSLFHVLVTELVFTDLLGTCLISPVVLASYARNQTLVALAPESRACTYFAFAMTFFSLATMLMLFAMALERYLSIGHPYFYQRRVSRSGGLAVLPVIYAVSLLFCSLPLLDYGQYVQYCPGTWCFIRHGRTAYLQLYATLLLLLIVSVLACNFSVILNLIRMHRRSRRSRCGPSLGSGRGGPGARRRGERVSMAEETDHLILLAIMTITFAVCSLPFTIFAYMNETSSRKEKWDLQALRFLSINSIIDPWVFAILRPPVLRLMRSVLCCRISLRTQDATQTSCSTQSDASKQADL
CHOP inhibitor: inhibitors of CHOP promoter induction, primary screen, cell-based, unfolded protein response, luciferase reporter; CHO-K1 CHOP-promoter luciferase, tunicamycin-induced, 15-18 h; inhibition, % at 10 µM; 3.8% of 220,000 active; AID 2732, 2010;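 active = compounds that reduced the stress-induced luciferase reporter signal by more than about 70% of percent inhibition, limit read from the data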;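 note: 0% = tunicamycin plus vehicle and 100% = wells without tunicamycin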
PPC-1+TRAIL kill: compounds killing PPC-1 cancer cells with TRAIL present, primary screen, TRAIL potentiator project, ATPLite luminescence, uHTS. PPC-1 cells + TRAIL, ATPLite viability luminescence. cell killing (% activity), % at 4 µM. 0.41% of 220,000 active. AID 1443, 2008;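 active = cell killing above 50% in the first pass at 4 µM, then a duplicate retest at 5 µM averaging 50% or more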;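 note: plate controls were cells with TRAIL plus DMSO for no effect and medium-only wells lacking cells for full effect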
FXIa inh 1536: human FXIa protease inhibitors, primary screen, biochemical, 1536-well | Coagulation factor XI (Homo sapiens), P03951 | purified FXIa, Boc-Glu-Ala-Arg-AMC fluorogenic substrate | inhibition, % at 5 µM | 0.14% of 220,000 active;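 active = inhibition of at least 40%; inactive = inhibition below 40%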;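 note: fluorescence of freed AMC excited at 355 nm; 0% = enzyme without compound and 100% = no enzyme blank; many of its hits are not listed in these tables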
L929 necroptosis: inhibitors of zVAD-triggered necroptosis, primary screen, L929 cells; L929 zVAD necroptosis rescue, ATP luminescence, 24 h; with zVAD 60 µM; viability rescue, % at 10 µM; 0.38% of 220,000 active; AID 1377, 2008;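 active = activation, scaled between plate controls, above about 75%, limit read from the data; inactive = activation under that limit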;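 note: 0% = zVAD with DMSO and 100% = DMSO alone without zVAD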
* = called active by the depositor; nt = not tested or not shown; & = joins results of further samples.

SMILES	TbHK1 inh	Wee1 stabilizer	FXIIa inh	TNF necrop inh	EP2 antag	CHOP inhibitor	PPC-1+TRAIL kill	FXIa inh 1536	L929 necroptosis
COc1cccc(/C=N/NC(=S)Nc2cccnc2)c1	-27	2	4	0.4	4	-31	9	-3	0.9
O=c1c2ccccc2nc2n1C(CSc1ccc(Cl)cc1)CN2 (stereo unspecified)	-4	-2	13	-2.5	7	-11	14	5	-0.1
O=C(O)c1ccc(N/N=C/c2cc3ccccc3nc2Cl)cc1	-15	3	1	-2.9	9	-1	14	3	1.2
CCOC(=O)c1[nH]c(C)c(C(=O)N2CCc3ccccc32)c1C	5	-1	-4	-18	12	nt	-20	-9	-0.5
Clc1cccc(Nc2nc(-c3cccnc3)cs2)c1	-4	1	13	0.0	16	36	nt	5	69
CCOc1ccccc1C(=O)Nc1nncs1	5	-1	0	-4.4	-1&8	19	3	6	0.2
c1ccc2[nH]c(C3CC3)nc2c1	4	0	2	0.5	4	9	10	-4	0.1
CC(=O)c1ccc(NC(=O)C(=O)c2cn(CC(=O)N3CCCCC3)c3ccccc23)cc1	-5	1	6	0.4	6	-49	5	9	1.1
Cc1ccc(S(=O)(=O)N2CCC(C(=O)C3C(=O)CCCC3=O)CC2)cc1	-8	-3	6	0.0	9	3	1	1	0.8
C=CCn1c(SCc2n[nH]c(=S)n2-c2ccccc2)nnc1-c1ccccc1	-13	-4	5	0.8	4	0	0	-9	0.1
CCC(CC)c1nnc(NC(=O)C2=NNC(=O)CC2)s1	-13	1	2	2.1	7	-7	16	-11	2.1
CC(=O)Nc1ccc2c(c1)OCO2	0	2	7	-0.1	2	2	-6	-10	2.6
Cc1cccc(C)c1NC(=O)C(c1ccccc1)N1CCOCC1 (stereo unspecified)	4	-1	7	-1.1	12	-4	18	-1	0.4
Cc1cccc(NC2=CC(=O)OC(C)C2)c1 (stereo unspecified)	0	1	14	-2.0	10	31	6	4	0.5
COC(=O)c1cc(NC(=O)c2ccc(F)cc2)cc(C(=O)OC)c1	-4	0	2	-0.2	6	10	7	-8	3.6
Cc1ccc(S(=O)(=O)Nc2nc3ccccc3nc2NCc2ccco2)cc1C	-18	-1	-9	-0.9	nt	38	6	-1	0.0
Cc1cccc(C)c1NC(=O)CCS(=O)(=O)c1cccc2nsnc12	-4	1	-2	0.7	12	21	8	-4	2.4
CN1/C(=C/C(=O)c2nc(S(C)(=O)=O)ncc2Cl)C(C)(C)c2ccccc21	-13	-3	19	-19	9	nt	-5	10	73
O=C(CCN1CCN(C(c2ccccc2)c2ccccc2)CC1)N/N=C/c1ccc(O)cc1	-6	4	5	-2.2	6	3	20	-3	-0.2
O=c1cc(O)nc(SCc2ccccc2)[nH]1	-1	-2	4	-0.8	8	14	22	5	-1.0
COc1ccccc1-c1c(C)[nH]n2c(=O)c(Cc3ccccc3)c(C)nc12	0	-4	10	-1.4	2	13	6	2	-0.7
O=C(c1ccc2c(c1)OCO2)N1CCC2(CC1)Oc1ccc(Cl)cc1C(=O)C21CC(c2cccnc2)=NO1 (stereo unspecified)	-19	nt	4	3.5	9	8	3	-2	0.5
CCCC(CCC)=NNC(=O)c1ccccc1F	-2	4	4	0.7	7	-1	-14	-1	0.9
CC(C)(C)Cc1nnc(NC(=O)c2ccc([N+](=O)[O-])cc2)s1	-15	2	14	0.3	2	9	22	7	0.7
CC(C)(C)NC(=O)NC(=O)COC(=O)C1CC(=O)N(Cc2ccccc2)C1 (stereo unspecified)	4	-1	5	0.6	7	23	3	-3	-0.7
O=S(=O)(c1cccc2cccnc12)N1CCOCC1	-6	0	-1	-2.5	2	39	15	-9	-0.1
CC(=O)c1cc(-c2ccccc2)n(CC(=O)NC2CCCCC2)c1C	0	-3	35	1.4	9	12	7	28	0.1
CC(=O)Cc1nsc(NC(=O)c2ccc(-c3ccc(Cl)cc3Cl)o2)n1	-8	2	10	0.3	8	13	25	3	0.0
CCCCCCn1c(=O)c(-c2ccccc2)c(O)c2ccccc21	-10	-1	21	-0.4	20	3	8	13	0.4
COc1ccc([N+](=O)[O-])cc1NC(=O)CS(=O)(=O)c1ccc(C)cc1	-14	2	3	1.1	5	17	8	-3	1.4
Cc1cc(C)n(CC(C)C(=O)O)n1 (stereo unspecified)	6	-4	3	1.1	7&4	19	8	-4	11
Cc1ccc(-n2nc(C)c(C(C)(O)C(F)(F)F)c2N)cc1 (stereo unspecified)	1	2	6	-0.1	4	10	15	7	0.5
O=C1NC(=Nc2ccccc2)c2ccc([N+](=O)[O-])cc21	30	0	3	1.4	7	33	8	-2	0.2
COc1ccc(OC)c(NC(=O)CN(c2ccc(OC)c(Cl)c2)S(C)(=O)=O)c1	-3	-2	4	-1.7	3	15	21	-7	0.6
Cc1ccc(NC(=O)CCNC(=O)c2ccco2)cc1F	-4	2	11	0.9	6	3	2	4	0.6
COC(=O)CSc1nc2[nH]ncc2c(=O)[nH]1	3	-2	1	0.9	1	-11	15	-12	0.1
CCC1CCCCN1C(=O)CSc1nnc(-c2cccc(Cl)c2)o1 (stereo unspecified)	5	-1	9	0.1	11	1	-3	0	1.3
CCOC(=O)C1CCCN(c2cc(=O)n(Cc3ccc(F)cc3)c(=O)[nH]2)C1 (stereo unspecified)	3	0	8	-0.3	9	32	20	4	-0.2
CC1CC(=O)c2cnc(N3CCOCC3)nc2C1 (stereo unspecified)	-15	-3	7	-1.0	6	25	0	2	-0.1
CC(C)NC(=O)c1onc(CSc2ccccc2F)c1C(=O)O	5	-2	-5	-0.9	6	1	6	-10	0.2
CC(=O)NC(CCS(C)(=O)=O)C(=O)Nc1ccccc1C (stereo unspecified)	-9	4	2	0.9	3	6	2	-3	nt
CCN(CC)c1cc(C)c2cc(NC(=O)c3ccccc3OC)ccc2n1	-13	0	9	2.9	4	6	-8	-2	22
O=C(O)c1ccc(S(=O)(=O)NC2CCCCC2)cc1	1	-1	13	-2.9	10	-9	-3	1	-0.2
O=C(COc1cccc2cccnc12)Nc1nccs1	-1	1	12	-3.8	3	-19	25	-4	0.2
O=C(COC(=O)CNC(=O)c1ccccc1)Nc1nc(-c2ccccc2)cs1	-2	-1	-1	2.1	8	18	23	3	0.6
CCCNC(=S)N1CC2(C)CN(C(=O)C(=O)OC)CC(C)(C1)C2=O	-2	0	0	0.2	6	-5	12	-6	6.2
CCOc1nc(NCCN2CCOCC2)nc(NC(C)C)n1	-6	3	13	0.4	13&24	-10	-5	9	-0.4
COc1ccc(-c2csc(Cc3nnc(N4CCOCC4)n3-c3ccccc3)n2)cc1OC	-6	3	-5	-1.3	6	-15	4	6	-1.1
CCCCC(=O)NC(c1ccc([N+](=O)[O-])cc1)c1c(O)ccc2ccccc12 (stereo unspecified)	31	-1	5	3.0	9	78*	15	-3	1.0
Cc1ccc(N(CC(=O)N/N=C/c2ccc(OC3CSC3)cc2)S(=O)(=O)c2ccccc2)cc1	3	-3	6	-1.0	15	-1	2	-3	17
CC(=O)c1ccc(N2CCN(Cc3nc(Cc4ccccc4)no3)CC2)cc1	-20	2	4	-0.1	11	2	-11	-5	1.4
COc1ccc(-n2c(Cc3cccn3C)nnc2SCC(=O)N2CCCC2)cc1	7	-1	13	1.9	7	17	4	1	-0.4
O=C(CSc1nnc(-c2cccnc2)s1)Nc1ccnc2ccccc12	0	1	9	-5.5	10	56	7	9	0.3
Cc1nn(CCC#N)c2[nH]c(=O)cc(C(F)(F)F)c12	-9	-2	-1	0.5	2	7	13	-5	2.5
CCN=C1SC(C(=O)Nc2cccc(C(=O)O)c2)CC(=O)N1CC (stereo unspecified)	-7	6	10	1.4	12	24	20	1	2.9
COc1ccc(CNC(=O)C(C)NC(=O)c2cc3ccccc3o2)cc1 (stereo unspecified)	8	2	20	0.1	4	37	25	-1	0.2
CSc1nnc(-c2nnc(SC)n2-c2ccccc2)n1-c1ccccc1	5	-2	-2	-3.6	7	-6	2	-20	0.1
CCOC(=O)N1CCN(Cc2oc(CO)cc(=O)c2O)CC1	-8	1	3	-2.4	9	-27	-6	-4	0.5
Cn1c(CNc2nc3ccccc3n2C)nc2ccccc21	0	4	15	1.5	7	0	-6	8	0.4

Structures listed so far with four or more nitrogen atoms, in the order listed:
SMILES	TbHK1 inh	Wee1 stabilizer	FXIIa inh	TNF necrop inh	EP2 antag	CHOP inhibitor	PPC-1+TRAIL kill	FXIa inh 1536	L929 necroptosis
COc1cccc(/C=N/NC(=S)Nc2cccnc2)c1	-27	2	4	0.4	4	-31	9	-3	0.9
C=CCn1c(SCc2n[nH]c(=S)n2-c2ccccc2)nnc1-c1ccccc1	-13	-4	5	0.8	4	0	0	-9	0.1
CCC(CC)c1nnc(NC(=O)C2=NNC(=O)CC2)s1	-13	1	2	2.1	7	-7	16	-11	2.1
Cc1ccc(S(=O)(=O)Nc2nc3ccccc3nc2NCc2ccco2)cc1C	-18	-1	-9	-0.9	nt	38	6	-1	0.0
O=C(CCN1CCN(C(c2ccccc2)c2ccccc2)CC1)N/N=C/c1ccc(O)cc1	-6	4	5	-2.2	6	3	20	-3	-0.2
CC(C)(C)Cc1nnc(NC(=O)c2ccc([N+](=O)[O-])cc2)s1	-15	2	14	0.3	2	9	22	7	0.7
COC(=O)CSc1nc2[nH]ncc2c(=O)[nH]1	3	-2	1	0.9	1	-11	15	-12	0.1
CCOc1nc(NCCN2CCOCC2)nc(NC(C)C)n1	-6	3	13	0.4	13&24	-10	-5	9	-0.4
COc1ccc(-c2csc(Cc3nnc(N4CCOCC4)n3-c3ccccc3)n2)cc1OC	-6	3	-5	-1.3	6	-15	4	6	-1.1
CC(=O)c1ccc(N2CCN(Cc3nc(Cc4ccccc4)no3)CC2)cc1	-20	2	4	-0.1	11	2	-11	-5	1.4
COc1ccc(-n2c(Cc3cccn3C)nnc2SCC(=O)N2CCCC2)cc1	7	-1	13	1.9	7	17	4	1	-0.4
O=C(CSc1nnc(-c2cccnc2)s1)Nc1ccnc2ccccc12	0	1	9	-5.5	10	56	7	9	0.3
Cc1nn(CCC#N)c2[nH]c(=O)cc(C(F)(F)F)c12	-9	-2	-1	0.5	2	7	13	-5	2.5
CSc1nnc(-c2nnc(SC)n2-c2ccccc2)n1-c1ccccc1	5	-2	-2	-3.6	7	-6	2	-20	0.1
Cn1c(CNc2nc3ccccc3n2C)nc2ccccc21	0	4	15	1.5	7	0	-6	8	0.4

Some of the compounds tested, so the mix of outcomes need not match the whole.
